Source: PubChem BioAssay (National Center for Advancing Translational Sciences (NCATS))
IP6K1 inh: inhibitors of human IP6K1 | IP6K1 kinase, ADP-Glo luminescence, 2 h; hits give low values | activity change, % (series mostly up to about 58 µM) | hit rate 0.81% among 140,000; in the data active means activity change below about -25%
Target sequence (Q92551 whole entry, looked up): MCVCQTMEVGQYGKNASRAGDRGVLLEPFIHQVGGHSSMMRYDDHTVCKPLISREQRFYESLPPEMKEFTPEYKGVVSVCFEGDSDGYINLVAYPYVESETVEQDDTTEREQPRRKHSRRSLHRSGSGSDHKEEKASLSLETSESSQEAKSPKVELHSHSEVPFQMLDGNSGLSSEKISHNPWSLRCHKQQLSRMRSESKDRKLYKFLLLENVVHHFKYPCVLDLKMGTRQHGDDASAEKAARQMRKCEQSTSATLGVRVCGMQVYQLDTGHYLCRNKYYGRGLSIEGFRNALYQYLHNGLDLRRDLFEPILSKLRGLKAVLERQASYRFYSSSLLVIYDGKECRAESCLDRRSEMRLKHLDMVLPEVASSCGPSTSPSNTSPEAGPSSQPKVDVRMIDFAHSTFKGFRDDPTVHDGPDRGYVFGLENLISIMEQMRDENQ
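ADP-Glo luminescence measures ADP made by human IP6K1 during a 2 h RT reaction with ATP/IP6 (mix at 1.3 mM/130 uM); top library doses 57.5 and 19.1 uM final.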
FLuc inh: blocks purified firefly luciferase enzyme activity; hit rate 2.5% among 76,000; purified P. pyralis luciferase, luminescence, biochemical; P08659; Potency, µM (doses to about 115 µM), inactives show top-dose activity change, negative = inhibition, hits mostly inhibitors; further: potency means the concentration at half of the fitted maximal effect; nearly all actives have a fitted effect of over 65% in size
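Biochemical qHTS: compound (6-point titration) added to 10uM D-luciferin plus 10uM ATP in Tris acetate pH 7.5 buffer with Mg, Tween-20 and BSA, then purified enzyme at 10nM; light output imaged.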
SNCA expr inh: inhibitors of alpha-synuclein (SNCA) gene expression | HEK-293 SNCA-luciferase knock-in, luminescence, 24 h | Potency, µM (titrated, usually from 57.2 µM), for inactives: at the highest dose activity change, negative = inhibition, hits mostly inhibitors | hit rate 0.17% among 140,000 | AID 1671194;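 further: potency means the concentration at half of the fitted maximal effect; plate controls were DMSO cells for no effect and cell-free wells for full effect; nearly all actives have a fitted effect of over 45% in size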
HEK cytotox: cytotoxic compounds in HEK 293 cells; HEK 293 viability, ATP luminescence (CellTiter-Glo), 48-72 h; Potency, µM (doses to about 115 µM), without a hit: at the top dose activity change, negative = cytotoxicity, usual class: inhibitors; hit rate 6.6% among 94,000; AID 1345083; further: potency means the concentration at half of the fitted maximal effect; nearly all actives have a fitted effect of over 60% in size
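CellTiter-Glo luminescence (cellular ATP) was read after 48 or 72 hr of compound exposure at 37 degree Celsius. Cells were HEK 293 plated at 250 cells/well.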
HEK293 viab: counter-screen for SNCA expression inhibitors: cell viability. Potency, µM (highest dose often 57.1 µM), for inactives: at the highest dose activity change, negative = cytotoxicity, hits mostly cytotoxic. AID 1671193. hit rate 0.12% among 150,000. HEK-293-SNCA-luc viability, GF-AFC fluorescence, 24 h;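 further: potency means the concentration at half of the fitted maximal effect; 0% = DMSO-treated cells and -100% = medium-only wells without cells; nearly all actives have a fitted effect of over 30% in size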
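HEK-293-SNCA-luc cells (1500/well) plated 24 h, then exposed 24 h to a dilution series; GF-AFC added 30 min at 37C, fluorescence 405/540 nm; normalised to medium-only and DMSO wells, Hill fit.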
GPT2 inh: GPT2 alanine aminotransferase inhibition; Q8TD30; Recombinant GPT2, coupled pyruvate oxidase/HRP Amplex Red fluorescence; Potency, µM (doses to about 57.7 µM), for the others: at the top dose activity change, negative = inhibition, actives largely listed as inhibitors; hit rate 0.25% among 100,000; AID 1671188; further: potency means the concentration at half of the fitted maximal effect; nearly all actives have a fitted effect of over 60% in size; many of its hits are not listed in these tables
Target sequence (Q8TD30 whole entry, looked up): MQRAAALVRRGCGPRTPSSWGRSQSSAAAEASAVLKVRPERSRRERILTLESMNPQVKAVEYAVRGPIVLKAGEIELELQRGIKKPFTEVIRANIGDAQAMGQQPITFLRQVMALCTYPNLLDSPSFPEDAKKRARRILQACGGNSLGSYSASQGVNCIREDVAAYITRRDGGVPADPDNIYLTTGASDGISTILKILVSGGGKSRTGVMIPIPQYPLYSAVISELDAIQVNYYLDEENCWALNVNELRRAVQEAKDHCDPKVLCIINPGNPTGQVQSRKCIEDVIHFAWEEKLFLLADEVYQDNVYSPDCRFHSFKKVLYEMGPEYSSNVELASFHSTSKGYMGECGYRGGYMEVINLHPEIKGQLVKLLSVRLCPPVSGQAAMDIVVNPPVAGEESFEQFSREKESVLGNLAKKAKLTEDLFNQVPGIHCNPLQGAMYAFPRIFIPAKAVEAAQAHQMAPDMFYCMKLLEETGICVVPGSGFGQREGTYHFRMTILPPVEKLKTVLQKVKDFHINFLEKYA
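Fluorescence read-out: pyruvate from GPT2 turnover coupled to pyruvate oxidase, HRP and Amplex Red (0.2mM ThPP, 0.2U/mL PO and HRP, 50uM Amplex final). Substrates 250uM a-KG, 2mM L-alanine; enzyme 10ng/uL; 30 min RT.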
NIH3T3 tox: NIH 3T3 cell cytotoxicity; hit rate 4.3% among 94,000; NIH 3T3 viability, CellTiter-Glo ATP luminescence, 48-72 h; Potency, µM (highest dose often 96.7 µM), inactives show top-dose activity change, negative = cytotoxicity, usual class: inhibitors; further: potency means the concentration at half of the fitted maximal effect; nearly all actives have a fitted effect of over 55% in size
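Cytotoxicity was measured by CellTiter-Glo ATP luminescence after 48 or 72 h compound exposure at 37 °C. Mouse NIH 3T3 fibroblasts were seeded at 400 cells/well and dosed by 23 nL pin transfer.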
Numbers without * were called inactive; i = inactive; ? = inconclusive; . = not tested or not shown; & = joins results of further samples; [ ] = dose if it differs, or a comment. Unless noted, the call rests on the fitted dose curve; in most records, active means well fitted curve in the direction sought with a large enough effect; inconclusive means small, poorly fitted or top-dose-only effect, or another doubt; inactive means no such curve, though single readings can be large; an effect the other way counts as inactive or inconclusive. Unless noted, on the % scale 0 is the no-effect control and ±100 the full control effect. An unsorted share of the library; about 7.7% have a hit in one of these screens.

Each structure is followed by: IP6K1 inh	FLuc inh	SNCA expr inh	HEK cytotox	HEK293 viab	GPT2 inh	NIH3T3 tox
1: CN1CCN(S(=O)(=O)c2cccc(C(=O)N3C[C@@H]4CCN[C@@H]4C3)c2)CC1
 : -2	-1%	?	4%	4%	-6%	3%
2: COc1cc(-c2nccc3c(=O)cc(N(C)c4ccccc4)oc23)ccn1
 : -15	1%[172 µM]	0%[87.6 µM]	?	8%[87.6 µM]	3%[88.5 µM]	10µM*
3: Cc1ccccc1C(=O)N1CCC2(CC1)CCN(CCc1ccccc1)c1ccccc1O2
 : 13	-13%	4%	28µM*	0%	5%	?
4: COCCNC(=O)c1ccc2c(c1)N(C)C(CC(=O)N1CCCC1)CO2 (configuration not stated)
 : 1	-22%	4%	-18%	-7%	?	-21%
5: CCN1C(C(=O)c2ccccc2)=C(OC(=O)COc2ccc(OC)cc2)c2ccccc2S1(=O)=O
 : -34*	.	?	.	-23%	.	.
6: COc1ccccc1CN1CCOc2cc([S+](=O)([O-])N(C)C)ccc2C1
 : 0	-1%[172 µM]	-21%[87.6 µM]	89µM*	-10%[87.6 µM]	-7%[88.5 µM]	?
7: CCOc1ccc(NC(=O)Cn2c(=O)n(CCc3ccccc3)c(=O)c3c4c(sc32)CN(C(C)=O)CC4)cc1
 : 33	.	-21%	.	-18%	.	.
8: COc1ccc(CN2C=C(C(=O)OCc3noc(-c4ccccc4C)n3)C(C)=NS2(=O)=O)cc1
 : 0	-5%	-11%	?	-13%	i	?
9: COc1cccc(-c2noc(Nc3ccc(OC)c(OC)c3)n2)c1
 : 17	2µM*	64%[activator]	?	-15%	-5%	?
10: COc1ccc(NC(=O)c2c(-c3ccccc3)c(-c3ccccc3)nn(C)c2=O)c(OC)c1
 : -1	.	?	.	-6%	.	.
11: COC(=O)c1sc2cccc(F)c2c1S(=O)(=O)N1CCN(c2ccccc2OC)CC1
 : -8	.	6%	.	-2%	.	.
12: COc1cccc(CNC(=O)Cn2cccc2-c2nc(-c3ccccc3)no2)c1OC
 : 3	-6%	-14%	-7%	6%	i	2%
13: COc1ccc(-c2noc(-c3nnn4c3COC(c3ccc(Cl)cc3)C4)n2)cc1OC (configuration not stated)
 : -3	-8%	-4%	-26%	-10%	i	-16%
14: CCOC(=O)c1nnn(CC(=O)NC(=O)Nc2ccc(F)cc2)c1C(=O)OCC
 : 29	.	-16%	.	7%	.	.
15: O=C(c1ccccc1F)N1CCn2c(nnc2C2CCNCC2)C1
 : -6	.	-2%	4%	0%	i	28µM*
16: CCc1nc(SC)ncc1C(=O)NCc1cccc(Br)c1
 : -14	.	-27%	.	-25%	.	.
17: CN1CCc2cccc3c2[C@H]1Cc1ccc(O)c(O)c1-3
 : 2	.	-17%[25.6 µM]	.	2%[23.9 µM]	-3%	.
18: COc1ccc(-c2nnc([C@H]3CCN(C)C3)o2)cc1
 : 6	?	34%[activator][87.6 µM]	-6%[230 µM]	-8%[87.6 µM]	i	-25%[230 µM]
19: O=C(NCC(F)(F)F)c1ccc2oc(-c3ccncc3Cl)nc2c1
 : 7	.	79%[activator]	?	-3%[12.5 µM]	i	-28%
20: O=S(=O)(NCc1ccc(F)cc1)c1ccc2[nH]c3c(c2c1)CCCC3
 : 5	.	-1%	.	-10%	.	.
21: COc1ccc(CNC(=O)Cn2ncc3c([nH]c4ccccc43)c2=O)cc1
 : -9	.	3%	.	9%	.	.
22: OCC1CN(c2ncccn2)CC12CCN(C1CCSCC1)CC2 (configuration not stated)
 : 15	-9%	-1%	1%	8%	-4%	3%
23: COc1cccc(CNC(=O)c2ccc(-c3ccc(N4CCSCC4)nc3)cc2)c1
 : -3	?	10%	?	-14%	i	-14%
24: O=C(N[C@@H]1CN(Cc2c[nH]c3ccccc23)C[C@H]1CO)c1ccccc1
 : -4	3%	17%	?	-5%	i	-9%
25: O=C(CCCN1CCN(c2ccccn2)CC1)c1ccc(F)cc1
 : 1&6	.	87%[activator][25.6 µM]	.	13%	-5%&5%	.
26: CCC(Oc1ccccc1)C(=O)Nc1ccc(OCc2cc(=O)n3ccccc3n2)cc1 (configuration not stated)
 : 6	.	2%	.	3%	.	.
27: O=C(CCc1ccnc(N2CCOCC2)c1)NCc1cnccn1
 : -8	-9%	14%	-2%	?	i	-5%
28: Cc1cccc(-c2nc3cc(NC(=O)c4ccc(OCC(C)C)cc4)ccc3o2)c1
 : -6	.	13%	.	0%	.	.
29: Cc1nc(N2C(=O)c3oc4ccccc4c(=O)c3C2c2ccccc2F)sc1C (configuration not stated)
 : -21	.	22%	.	7%	.	.
30: O=c1[nH]nc2n1CCC(NS(=O)(=O)c1ccc(Cl)s1)CC2 (configuration not stated)
 : 5	5%	-2%	-17%	2%	i	-12%
31: O=C(OCc1ccccc1)N1CCOCC12CCN(Cc1c[nH]c3ccccc13)CC2
 : -7	-11%[172 µM]	4%[87.6 µM]	56µM*	-12%[87.6 µM]	-6%[88.5 µM]	35µM*
32: CN1CCC(N2C[C@H](O)C[C@H]2c2nc(CS(=O)(=O)c3ccc(F)cc3)no2)CC1
 : -2	-3%[172 µM]	5%[87.6 µM]	-6%[172 µM]	4%[87.6 µM]	?	0%[138 µM]
33: Cc1noc(C)c1[S+](=O)([O-])N1CCCC(C(=O)N2CCC(N3CCOC3=O)CC2)C1 (configuration not stated)
 : -5	.	9%	5%	-4%	i	-1%
34: CCN1C(=O)CCc2cc(NC(=O)c3cccc(C#N)c3)ccc21
 : 21	?	79%[activator]	?	-2%	5%	?
35: CC(C)N[C@H]1C[C@@H](Cc2cc(CO)on2)C1(C)C
 : 12	0%[230 µM]	-10%[87.6 µM]	i	3%[87.6 µM]	-12%[88.5 µM]	i
36: CC(=O)O[C@H]1C(=O)[C@@]2(C)[C@H]([C@H](OC(=O)c3ccccc3)[C@]3(O)C[C@H](OC(=O)[C@H](O)[C@@H](NC(=O)c4ccccc4)c4ccccc4)C(C)=C1C3(C)C)[C@]1(OC(C)=O)CO[C@@H]1C[C@@H]2O
 : 29	.	.	.	-15%[12.5 µM]	i	.
37: COc1ccc(S(=O)(=O)Nc2ccc(C)n(CC(=O)N(C)Cc3ccco3)c2=O)cc1
 : -6	11%	?	32µM*	-23%	-1%	3%
38: Cc1ccc(CN2C[C@@H](COc3ccncc3)[C@H](C(N)=O)C2)o1
 : 7	-11%	8%	-14%	3%	i	3%
39: CCc1oc2ccccc2c1C(=O)c1cc(I)c(O)c(I)c1
 : -56*	.	-13%[25.6 µM]	.	62%[23.9 µM]	0%	.
40: Cn1nc(C2CCNC2)c2c(C(=O)N3CCOCC3)cc(C3CC3)nc21 (configuration not stated)
 : -2	.	2%	i	-6%	i	i
41: CNc1cc(OC)c(C(=O)N[C@@H]2CCN(Cc3ccccc3)[C@@H]2C)cc1Cl
 : 8	.	.	.	?	i	.
42: COc1ccc(-c2oc3ncn4nc(-c5cccc(C)c5)nc4c3c2-c2ccc(OC)cc2)cc1
 : 17	.	12%	.	7%	.	.
43: COc1ccc(NC(=O)N2CCOc3ccc(Cl)cc32)cc1
 : -4	.	75%[activator]	.	-21%	.	.
44: O=C(CSc1nnc(-c2ccc(Cl)cc2)o1)Nc1ccc(F)cc1
 : 1	.	147%[activator]	.	2%	.	.
45: C[C@@H]1O[C@@H](O[C@H]2[C@H](OC(=O)[C@]34CCC(C)(C)C[C@H]3C3=CCC5[C@@]6(C)C[C@@H](O)[C@@H](O)[C@@](C)(CO)C6[C@H](O)C[C@@]5(C)[C@]3(C)CC4)OC[C@H](O)[C@@H]2O)[C@H](O)[C@H](O)[C@H]1O[C@@H]1OC[C@@H](O)[C@H](O[C@H]2O[C@H](C)[C@@H](O)[C@H](O)[C@@H]2O)[C@H]1O (some centres not stated)
 : -4	.	.	.	-2%[12.5 µM]	i	.

3 records picked at random from the list so far, as already listed:
Each structure is followed by: IP6K1 inh	FLuc inh	SNCA expr inh	HEK cytotox	HEK293 viab	GPT2 inh	NIH3T3 tox
40: Cn1nc(C2CCNC2)c2c(C(=O)N3CCOCC3)cc(C3CC3)nc21 (configuration not stated)
 : -2	.	2%	i	-6%	i	i
31: O=C(OCc1ccccc1)N1CCOCC12CCN(Cc1c[nH]c3ccccc13)CC2
 : -7	-11%[172 µM]	4%[87.6 µM]	56µM*	-12%[87.6 µM]	-6%[88.5 µM]	35µM*
44: O=C(CSc1nnc(-c2ccc(Cl)cc2)o1)Nc1ccc(F)cc1
 : 1	.	147%[activator]	.	2%	.	.

The results go on.
Each structure is followed by: IP6K1 inh	FLuc inh	SNCA expr inh	HEK cytotox	HEK293 viab	GPT2 inh	NIH3T3 tox
46: COc1ccc(F)cc1-c1ccc(CN2CCC(NC(=O)c3cccc(Cl)c3)C2)cc1 (configuration not stated)
 : -4	.	.	22µM*	.	.	22µM*
47: Nc1c(C(=O)NCc2ccc3c(c2)OCO3)nnn1CC(=O)Nc1ccc(Br)cc1
 : 11	.	36%[activator]	.	-4%	.	.
48: COCCC1(CO)CCCN(Cc2ccc(C#N)cc2)C1 (configuration not stated)
 : 5	-4%	27%	i	5%	i	-9%
49: O=C(NC1CCN(Cc2cccc(-c3ccc(F)c(F)c3)c2)CC1)c1ccccc1Cl
 : 12	.	-1%	?	3%	3%	?
50: COc1ccc(NC(=O)C2(Cc3cccnc3)CCCCC(=O)N2)cc1F (configuration not stated)
 : 0	-7%	14%	5%	-1%	i	i
51: CNc1nccc(N2CCC(CC(=O)N3CCN(C(C)=O)CC3)CC2)n1
 : 13	6%	6%	?	-17%	5%	-9%
52: O=C(C1CC1)N1CCCC1c1nc(C2CCOCC2)no1 (configuration not stated)
 : 12	-9%	13%	9%	7%	-1%	-1%
53: CCOc1ccc(C2CC(=O)n3nc(-c4ccc(C)cc4)nc3S2)cc1OC (configuration not stated)
 : 0	.	?	.	2%	.	.
54: COc1ccc(CNC(=O)CC[C@H]2CNC(=O)[C@@H]3[C@@H](CCN3Cc3ncc[nH]3)N2C)cc1
 : 3	-3%	-16%	-2%	7%	-15%	2%
55: O=C(Nc1ccccc1F)N1CCC(Oc2ncccc2C(=O)N2CCOCC2)C1 (configuration not stated)
 : 13	-1%	-2%	8%	7%	i	1%
56: O=C(NCc1ccc(F)cc1)c1ccc(CN2C(=O)NC3(CCOCC3)C2=O)cc1
 : 8	-11%	2%	-14%	-5%	i	-18%

Taken from above.
O=C(NC1CCN(Cc2cccc(-c3ccc(F)c(F)c3)c2)CC1)c1ccccc1Cl in HEK293 viab reads 3%
O=C(CSc1nnc(-c2ccc(Cl)cc2)o1)Nc1ccc(F)cc1 in IP6K1 inh reads 1

Structures listed so far that contain a cyano group, in the order listed:
Each structure is followed by: IP6K1 inh	FLuc inh	SNCA expr inh	HEK cytotox	HEK293 viab	GPT2 inh	NIH3T3 tox
34: CCN1C(=O)CCc2cc(NC(=O)c3cccc(C#N)c3)ccc21
 : 21	?	79%[activator]	?	-2%	5%	?
48: COCCC1(CO)CCCN(Cc2ccc(C#N)cc2)C1 (configuration not stated)
 : 5	-4%	27%	i	5%	i	-9%
